Assay outcomes as filed in PubChem BioAssay.
CSN deneddyl inh = blocks human CSN-mediated cullin deneddylation | Purified CSN, SCF-Nedd8-OG deneddylation, fluorescence polarization | Q92905 | 0.38% of 360,000 active | inhibition, % at 12.5 µM;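 active means pattern-corrected inhibition above about 35%, with an unprinted fluorescence ratio check between 0.5 and 1.5, limit read from the data, passing the limit was not always enough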;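 further: 0% = enzyme with substrate and 100% = substrate without enzyme; some results filed as inactive read as strong as hits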
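Assay system: purified human Csn5 enzyme expressed in HEK293T cells; measure: % inhibition; also added: SCFSkp2-Nedd8OG substrate at 10 nM final; technique: fluorescence polarization; times: reaction 90 min, room temperature; medium: Tris buffer pH 7.5, NaCl, DTT, Tween-20, trehalose, ovalbumin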
MT1-MMP act inh = MT1-MMP (human) activation inhibition; P50281; HT1080 RFP-PRO-GFP cells, GFP/RFP ratio fluorescence, overnight; percent of plate control window, DMSO zero; GFP/RFP ratio change, % at 20 µM; 0.061% of 360,000 active; AID 651647;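 active means GFP/RFP ratio change of at least 30% with cell ATP level not reduced by more than half and red fluorescence within 50% of control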; further: strong numbers were not always called active
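Read-out: GFP/RFP fluorescence ratio; Test system: RFP-PRO-GFP reporter HT1080 cells; Compound dosing: single-point 20 µM compound, 1% DMSO; Times: overnight compound exposure at 37 °C.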
MsrA act = activates bovine MsrA enzyme; AID 602163; 0.3% of 360,000 active; activation, % at 10.6 µM; purified bovine MsrA, absorbance read-out; in the data active means activation above about 7.5%;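 further: 0% = vehicle and 100% = reference activator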
MsrA inhibitor = inhibits bovine methionine sulfoxide reductase A; purified bovine MsrA, absorbance read-out; inhibition, % at 15.5 µM; 0.75% of 360,000 active; in the data active means inhibition above about 4.5%;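 further: 0% = vehicle wells with enzyme and 100% = reference inhibitor wells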
MLLE-PAM2 inh = blocks PAM2 peptide binding to the PABP1 MLLE domain | inhibition, % at 20 µM | AID 588489 | 0.36% of 360,000 active | P11940 | GST-MLLE / FITC-PAM2 fluorescence polarization; in the data active means inhibition above about 35%, passing the limit was not always enough;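 further: plate controls were DMSO wells with GST-MLLE for no effect and wells lacking GST-MLLE protein for full effect; some results filed as inactive read as strong as hits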
Target sequence (P11940 whole entry, looked up, the tested form may be a part): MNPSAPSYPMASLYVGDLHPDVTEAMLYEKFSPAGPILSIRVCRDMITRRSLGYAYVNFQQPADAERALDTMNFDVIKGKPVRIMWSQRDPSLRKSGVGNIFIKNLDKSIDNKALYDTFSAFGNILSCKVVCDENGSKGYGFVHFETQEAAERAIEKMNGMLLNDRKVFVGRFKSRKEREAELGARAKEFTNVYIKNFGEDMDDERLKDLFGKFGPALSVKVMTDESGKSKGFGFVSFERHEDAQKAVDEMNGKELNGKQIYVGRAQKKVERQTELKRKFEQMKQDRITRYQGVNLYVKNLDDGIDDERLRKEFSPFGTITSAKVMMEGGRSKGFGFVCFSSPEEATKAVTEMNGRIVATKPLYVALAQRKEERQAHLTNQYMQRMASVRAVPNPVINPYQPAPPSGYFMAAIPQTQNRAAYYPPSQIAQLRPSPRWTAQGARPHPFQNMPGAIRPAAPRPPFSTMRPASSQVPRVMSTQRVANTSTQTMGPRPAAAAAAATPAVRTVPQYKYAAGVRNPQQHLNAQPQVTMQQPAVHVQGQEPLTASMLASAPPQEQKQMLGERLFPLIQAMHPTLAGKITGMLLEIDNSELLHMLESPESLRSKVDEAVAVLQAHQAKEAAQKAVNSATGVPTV
Rin1 Abl inh = blocks binding of human Rin1 to Abl; 0.4% of 360,000 active; TR-FRET Rin1/Abl binding, biochemical; AID 588664; inhibition, % at 7.35 µM; P00519+Q13671; in the data active means inhibition above about 5%, passing the limit was not always enough
eLon inh = inhibitors of E. coli Lon protease; 0.42% of 360,000 active; inhibition, % at 7.94 µM; P0A9M0; purified E. coli Lon protease, fluorescence polarization; in the data active means inhibition above about 13%, passing the limit was not always enough;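 further: 0% = enzyme with probe and DMSO and 100% = no enzyme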
FAS-TE inh = inhibitors of human fatty acid synthase thioesterase domain. 0.67% of 360,000 active. recombinant FAS-TE, OMFH fluorogenic substrate, fluorescence endpoint. inhibition, % at 15 µM;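 active means compounds whose normalised, plate-corrected inhibition of enzyme fluorescence in the single-dose primary screen is 50% or more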;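 further: 0% = DMSO with enzyme and 100% = substrate without enzyme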
Rpn11 inh = blocks the human proteasome subunit Rpn11; O00487; human 26S proteasome, Ub4-pepOG fluorescence polarization; 20S core pre-blocked with epoxomicin; calls only at 20 µM; 0.59% of 360,000 active; AID 588493;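 active means inhibition at 20 µM, scaled to each plate's controls, above about 33%, limit read from the data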
Target sequence (O00487 whole entry, looked up): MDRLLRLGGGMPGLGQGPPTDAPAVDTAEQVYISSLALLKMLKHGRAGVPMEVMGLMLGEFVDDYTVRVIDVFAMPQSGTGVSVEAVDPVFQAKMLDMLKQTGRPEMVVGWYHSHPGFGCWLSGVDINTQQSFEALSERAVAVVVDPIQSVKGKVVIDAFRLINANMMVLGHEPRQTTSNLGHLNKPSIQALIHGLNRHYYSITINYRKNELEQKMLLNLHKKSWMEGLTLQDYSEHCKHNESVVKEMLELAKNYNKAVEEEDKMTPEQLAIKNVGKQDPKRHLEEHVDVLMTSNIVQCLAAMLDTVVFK
An asterisk follows results filed as active; i = inactive; x = no result given.

Below each compound: CSN deneddyl inh | MT1-MMP act inh | MsrA act | MsrA inhibitor | MLLE-PAM2 inh | Rin1 Abl inh | eLon inh | FAS-TE inh | Rpn11 inh
Cc1cc(C)c2c(N)c(C(=O)Nc3ccc(F)cc3)sc2n1
  3 | -4 | -5 | 0.2 | 14 | -3 | -2 | 0 | i
CCN(CC(=O)N1CCCC1)S(=O)(=O)c1ccc(OC)cc1
  8 | x | -1 | -0.1 | -10 | 2 | -12 | -5 | i
Cc1cc(=O)oc2c(C(=O)/C=C/c3ccccc3)c(O)ccc12
  1 | -5 | -4 | -1.0 | 2 | 2 | -10 | -2 | i
Cc1ccc(-n2c(SCC(=O)N3CCC(C(=O)O)CC3)nc3ccccc3c2=O)cc1C
  3 | 1 | -2 | -0.5 | -6 | -4 | 0 | -1 | i
COc1ccc(C(CNC(=O)c2cc(SC)ccc2Cl)N(C)C)cc1 (centres undefined)
  2 | -7 | -12 | -0.5 | -8 | 2 | 10 | -2 | i
COc1cc(NC(=O)NS(=O)(=O)c2ccc(C)cc2)cc(OC)c1
  6 | 2 | -2 | -0.9 | 10 | -2 | 8 | -11 | i
CN(C(=O)c1ccccc1C(=O)OCC(=O)c1ccc(Br)cc1)c1ccccc1
  -3 | 1 | -7 | -1.1 | 3 | -2 | 1 | 12 | i
CCOC(=O)c1sc(/N=C/c2c(O)ccc3ccccc23)cc1C
  -18 | -5 | -1 | 1.5 | 5 | 0 | 10 | -2 | i
CCCCc1ccc(NC(=O)CN2C(=O)C3CCCCC3C2=O)cc1 (centres undefined)
  -2 | 4 | -7 | -0.2 | 19 | 2 | -4 | 28 | i
CC(=O)n1c2ccccc2c2nc3ccccc3nc21
  -1 | 0 | -4 | x | 0 | 0 | 3 | 2 | i
Clc1cc(Br)ccc1OCCOCCN1CCCC1
  -3 | 0 | -4 | 0.6 | -5 | 2 | -2 | -7 | i
COc1ccc(C(=O)NCCn2cc(SCC(=O)Nc3cc(C)on3)c3ccccc32)cc1OC
  -2 | 4 | -3 | 1.0 | 3 | -3 | 6 | -2 | i
Cc1ccccc1COc1ccc2oc(C)c(C(=O)O)c2c1
  2 | 0 | 0 | -0.9 | 10 | -3 | 3 | -5 | i
CN(c1ccccc1)S(=O)(=O)c1nnc(NC(=O)COc2ccccc2)s1
  -5 | -1 | -1 | 0.1 | -6 | -1 | 0 | -3 | i
COc1ccc(Cl)cc1NC(=O)Cn1nc(-c2ccc(C)cc2)n(C)c1=S
  11 | 2 | -1 | -0.2 | -32 | -16 | 7 | -3 | i

Below each compound: CSN deneddyl inh | MT1-MMP act inh | MsrA act | MsrA inhibitor | MLLE-PAM2 inh | Rin1 Abl inh | eLon inh | FAS-TE inh | Rpn11 inh
O=C(NCCc1ccccc1)c1ccc2nccnc2c1
  -17 | 0 | 1 | 0.6 | -8 | -1 | 0 | 2 | i
CC(=O)Nc1ccc(Nc2nc(C)nc3c2oc2ccccc23)cc1
  1 | 6 | -5 | 2.6 | -3 | 0 | -2 | -2 | i
CCCn1c(N)c(Sc2ccc([N+](=O)[O-])cc2)c(=O)n(CCC)c1=O
  2 | 3 | -3 | 1.3 | 0 | -3 | -4 | 10 | i
CN(C)C(=O)CSc1nc(-c2ccccc2)nc2c1CCCC2
  2 | 4 | 3 | 1.7 | -1 | -3 | 4 | 1 | i
Cn1ccnc1SCc1ccc(Cl)cc1Cl
  2 | 2 | -2 | 0.2 | -121 | -1 | 1 | 1 | i
COc1ccc(S(=O)(=O)N(CC(=O)NCC2CCCO2)C2CCCCC2)cc1OC (centres undefined)
  3 | 2 | -2 | 0.7 | 5 | 4 | -17 | -5 | i
Cc1ccc(S(=O)(=O)N2[C@@H](c3ccccc3F)C(C(=O)O)=CC[C@H]2c2cccc(Cl)c2)cc1
  1 | -5 | -2 | -0.3 | 10 | 4 | -9 | -5 | i
Cc1ccc(C(=O)N2CCCC2)cc1S(=O)(=O)Nc1ccccc1
  -4 | 0 | -6 | 1.1 | -5 | 1 | -5 | -7 | i
CC1CCc2cccc3c(O)cc(=O)n1c23 (centres undefined)
  -3 | -3 | -1 | -1.1 | 2 | 0 | -3 | -4 | i
CCC(C)(C)NC(=O)C(c1ccc(F)cc1)N(Cc1ccc(OC)cc1)C(=O)c1cnccn1 (centres undefined)
  1 | 3 | -3 | 0.4 | 2 | 0 | 4 | 2 | i
Cc1nc(-c2ccccc2)sc1C1(C)CC(c2ccc(C#N)cc2)=NO1 (centres undefined)
  -9 | -3 | -2 | -1.9 | 16 | -1 | -2 | -2 | i
O=C(NNC(=S)Nc1ccc(F)cc1F)c1ccco1
  1 | 1 | -4 | 1.1 | -10 | 1 | -7 | -2 | i
CC(C)(C)c1cc(Br)c(O)c(N=Nc2ccc(S(=O)(=O)N3CCOCC3)cc2)c1
  5 | 0 | -6 | 0.9 | -2 | 5 | 2 | 84* | i
CCOC(=O)C1(C)CCN1C(=O)c1ccc(C(F)(F)F)cc1 (centres undefined)
  4 | -1 | -10 | 0.3 | 6 | 2 | -4 | -10 | i
CC1CCN(C(=O)COc2ccc(S(=O)(=O)N3CCOCC3)cc2)CC1
  4 | -3 | -1 | -0.6 | -7 | 2 | 8 | -2 | i

Individual results from the results shown.
Value of CCOC(=O)C1(C)CCN1C(=O)c1ccc(C(F)(F)F)cc1 (centres undefined) under Rin1 Abl inh: 2
Value of CCCn1c(N)c(Sc2ccc([N+](=O)[O-])cc2)c(=O)n(CCC)c1=O under Rin1 Abl inh: -3

(cont.)
Below each compound: CSN deneddyl inh | MT1-MMP act inh | MsrA act | MsrA inhibitor | MLLE-PAM2 inh | Rin1 Abl inh | eLon inh | FAS-TE inh | Rpn11 inh
CC1(C)CC(=O)c2c(oc3ccc(NS(=O)(=O)c4ccc(C(=O)O)cc4)cc23)C1
  -16 | -3 | -12 | 0.5 | -3 | 2 | -6 | 2 | i
O=S(=O)(Nc1cccc(CCc2ccccn2)c1)c1cc(Cl)ccc1Cl
  -3 | 5 | -6 | -0.5 | 5 | -1 | 7 | 14 | i
O=C(CCc1ccccc1)N=C1SC2CS(=O)(=O)CC2N1c1ccccc1 (centres undefined)
  -2 | 0 | -3 | 0.1 | 8 | 1 | -10 | -2 | i
CC(=O)C1=C(O)C(=O)N(c2nccs2)C1c1ccc(Br)cc1 (centres undefined)
  5 | 1 | -7 | 2.2 | 4 | 2 | -14 | -4 | i
Nc1c(Cl)cc(-c2csc(N3CCCC3c3nc4cc(Cl)c(Cl)cc4n3CCCO)n2)cc1Cl (centres undefined)
  0 | -2 | 0 | 0.6 | -30 | 2 | -2 | 14 | i
c1csc(-c2ccnc3ncnn23)c1
  3 | -1 | -7 | 2.5 | -6 | -1 | 2 | -8 | i
COC(=O)Cc1[nH]c(=S)[nH]c1C(=O)OC
  2 | -2 | 1 | -0.6 | 13 | 1 | 1 | -2 | i
CC(C)(C)n1nnnc1C(c1ccccc1F)N1CCN(C2CCCC2)CC1 (centres undefined)
  0 | -2 | -14 | 1.1 | -9 | 0 | -3 | -9 | i
CC(C)C(NC(=O)c1ccccc1NC(=O)c1ccco1)C(=O)NNC(=O)c1ccncc1 (centres undefined)
  -2 | -1 | -2 | -1.3 | -7 | 0 | 3 | -6 | i
O=C1OC(Nc2ccc3ncccc3c2)c2ccccc21 (centres undefined)
  2 | 2 | -3 | -0.5 | 13 | -3 | -11 | -9 | i
CCn1c(C)[n+](Cc2ccccc2)c2ccc(Cl)cc21
  -5 | -4 | -4 | -0.7 | -141 | -4 | 5 | -7 | i
CCN(CC)c1ccc(C(=O)OCc2c(C)noc2C)cc1
  -5 | 1 | -3 | 0.5 | -11 | -1 | -5 | 9 | i
COC(=O)C(CCCN1C(=O)c2ccccc2C1=O)(NC(C)=O)c1nnn(C)n1 (centres undefined)
  -6 | 3 | 1 | 1.4 | 3 | -2 | -5 | -5 | i
CC(=O)c1cccc(NC2c3ccccc3C(=O)N2Cc2ccc3c(c2)OCO3)c1 (centres undefined)
  0 | -1 | 0 | 0.8 | 11 | -2 | 3 | 2 | i
CCc1ccc(N2CC(C(=O)OCc3nc4ccsc4c(=O)[nH]3)CC2=O)cc1 (centres undefined)
  5 | -5 | -8 | -1.2 | -8 | 3 | -21 | -5 | i

Fetched one by one from the list above, 2 records:
Below each compound: CSN deneddyl inh | MT1-MMP act inh | MsrA act | MsrA inhibitor | MLLE-PAM2 inh | Rin1 Abl inh | eLon inh | FAS-TE inh | Rpn11 inh
COC(=O)Cc1[nH]c(=S)[nH]c1C(=O)OC
  2 | -2 | 1 | -0.6 | 13 | 1 | 1 | -2 | i
O=S(=O)(Nc1cccc(CCc2ccccn2)c1)c1cc(Cl)ccc1Cl
  -3 | 5 | -6 | -0.5 | 5 | -1 | 7 | 14 | i

Next part
Below each compound: CSN deneddyl inh | MT1-MMP act inh | MsrA act | MsrA inhibitor | MLLE-PAM2 inh | Rin1 Abl inh | eLon inh | FAS-TE inh | Rpn11 inh
Cc1ccc2nc(SCC(=O)c3c[nH]c4ccccc34)[nH]c2c1
  -7 | -3 | -12 | 1.3 | -92 | 5 | -12 | -10 | i
CCOC(=O)c1c(NC(=O)C2=C(C)NC(=S)NC2c2ccc(C)cc2)sc(C)c1C (centres undefined)
  -4 | -21 | -6 | 1.1 | -69 | 2 | -11 | 35 | i
COc1ccc(CNC(=O)/C=C/c2cc3c(cc2Br)OCO3)cc1
  4 | 0 | -1 | 1.6 | -5 | -2 | -4 | -1 | i
CCOC(=O)C1(Cc2ccccc2)CCCN(C(=O)c2ccc(-n3ccnc3)cc2)C1 (centres undefined)
  2 | 1 | -4 | -0.2 | -4 | 0 | 2 | 2 | i
COc1ccc(-c2nsc3c(N4CCN(S(=O)(=O)c5ccccc5F)CC4)ncnc23)cc1
  0 | 5 | -13 | 0.5 | -5 | 0 | -1 | 10 | i
Cc1cc(NC(=O)CC#N)n(-c2ccccc2)n1
  6 | 1 | -3 | -0.3 | 8 | -2 | 2 | -8 | i
CC(C)N(C(=O)N1CCN(c2ccnc3cc(Cl)ccc23)CC1)C(C)C
  0 | -5 | -3 | 1.1 | 3 | -3 | -10 | 4 | i
COc1cccc(C(c2nnnn2Cc2ccco2)N2CCN(Cc3ccccc3)CC2)c1OC (centres undefined)
  -1 | -1 | -1 | 0.5 | 12 | 3 | 0 | 0 | i
COc1ccc(C)cc1NC(=O)NNC(=O)c1cc2ccccc2cc1O
  5 | x | -13 | -0.5 | -9 | 1 | -1 | 7 | i
CCn1c(NC(=O)Nc2cccc(C)c2C)cc2sccc21
  10 | -1 | -1 | -0.5 | -10 | 0 | -10 | 3 | i
Cc1cccc(C)c1NC(=O)Nc1cccs1
  1 | -3 | -7 | 0.9 | 2 | 2 | -27 | -5 | i
CC(=O)Nc1cnc(/C=C\CCCO)cn1
  -6 | 6 | -4 | 0.9 | 7 | -2 | -10 | -8 | i
Cc1nc2c(ncn2-c2ccccc2)c(=O)n1NC(=O)CN1CCOCC1
  0 | -2 | -4 | 0.0 | 9 | -3 | 0 | -6 | i
COc1ccc(N=N/C(=C\O)C(=O)c2ccco2)cc1
  -6 | 2 | -9 | -0.5 | 7 | 0 | -1 | -6 | i
CCCCNC(=O)CSc1nc2ccccc2n1S(=O)(=O)c1ccc(Cl)cc1
  3 | 6 | 2 | -0.7 | 4 | 0 | -6 | -2 | i
Cc1ccc(C2C(=O)N(C3CCC(C)CC3)CC(=O)N2C2CC2)cc1 (centres undefined)
  -1 | 3 | 0 | x | 10 | 1 | -3 | -2 | i
O=C(CN1CCN(CC(=O)Nc2ccccc2F)CC1)Nc1ccc2c(c1)OCCO2
  -1 | -2 | -4 | -0.8 | 5 | 0 | -5 | -2 | i
Cc1ccc(C(=O)NCCC(=O)N2CCCC2)cc1
  1 | 0 | -8 | 1.4 | 2 | -1 | 2 | -2 | i
